core dimer inh: blocks dimerization of HCV core protein; inhibition, % at 5 µM; 0.33% of 300,000 active; TR-FRET GST/Flag-core106 dimerization, 1536-well; AID 1899;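 active means inhibition above the mean of all tested compounds plus 3 SD, set per screening campaign, cut at about 45% in these data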
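test system = GST/Flag-tagged HCV core106 proteins | probe or stimulus = Eu donor and XL665 acceptor anti-tag antibodies | times = compound-protein-antibody incubation 4 h at 22.5 °C | signal = TR-FRET, excitation 340 nm, emission 617 and 671 nm | measure = percent inhibition of core106 dimerization signal | controls = wells lacking GST-core106 and wells with excess unlabelled core106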
TPT1 inhibitor: C. albicans TPT1 enzyme inhibition | recombinant caTPT1, FP RNA substrate dephosphorylation | inhibition, % at 5 µM | AID 1962 | 0.81% of 300,000 active;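 active means inhibition above the mean of all tested compounds plus 3 SD, set per screening campaign, cut at about 24% in these data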;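 further: plate controls were DMSO alone for no effect and ferristatin control at 100 nM for full effect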
AHR act: human AHR activation; AID 2796; 2.5% of 320,000 active; activation, % at 5 µM; AHR-responsive luciferase reporter cells, luminescence; in the data active means activation above about 47%;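 further: 0% = vehicle wells and 100% = reference agonist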
PAFAH2 FP inh: PAFAH2 (human) inhibition | Q99487 | recombinant PAFAH2, FP-rhodamine activity probe, fluorescence polarization | inhibition, % at 3.39 µM | 0.99% of 340,000 active;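 active means inhibition above the mean over all tested compounds plus 3 SD, cut at about 30% in these data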;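 further: inhibitors block probe labeling of enzyme so polarization drops; 0% = enzyme with DMSO and 100% = wells lacking PAFAH2 protein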
PP1 counter: PP1-alpha (human) inhibition in PP5 counter-screen | inhibition, % at 6.7 µM | purified PP1alpha, OMFP fluorescence | 0.9% of 320,000 active | P62136;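 active means inhibition above the mean inhibition of all tested compounds plus 3 SD, computed separately for each screening campaign, cut at about 15% in these data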
Target sequence (P62136 whole entry, looked up): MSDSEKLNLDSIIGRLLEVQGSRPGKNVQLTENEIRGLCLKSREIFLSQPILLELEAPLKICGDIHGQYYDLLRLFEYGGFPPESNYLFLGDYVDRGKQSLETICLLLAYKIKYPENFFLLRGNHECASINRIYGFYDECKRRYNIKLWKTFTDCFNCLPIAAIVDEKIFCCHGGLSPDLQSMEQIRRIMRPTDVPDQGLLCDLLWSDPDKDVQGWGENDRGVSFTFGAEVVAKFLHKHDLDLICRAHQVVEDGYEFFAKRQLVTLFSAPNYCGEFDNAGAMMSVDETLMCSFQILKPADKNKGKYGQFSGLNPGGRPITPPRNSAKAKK
proCasp7 act: counter-screen for procaspase-3 activators: activators of human procaspase-7; activation, % at 8.5 µM; 0.093% of 330,000 active; recombinant procaspase-7, Ac-DEVD-pNA absorbance 405 nm; D23A/D198A/D206A triple mutant, cannot self-cleave; scale: DMSO 0, 5 µM enzyme 100; P55210;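 active means percent activation above the screen-wide mean plus 3 SD, cut at about 25% in these data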
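buffer or medium = Zinc-free HEPES/NaCl buffer, pH 7.4 | material = Procaspase-7 triple mutant (PC-7 D3A) | input = 2 µM procaspase-7 mutant as dispensed | signal = Epi-absorbance of released pNA at 405 nm, two timepoints | timing = 1 h preincubation, 2 h reaction | replicates = singlicate compound testing | evaluation = % activation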
PP5 primary: inhibitors of human protein phosphatase 5 (PP5) | P53041 | purified PP5c, OMFP substrate fluorescence | inhibition, % at 6.7 µM | 0.18% of 320,000 active | AID 1987;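 active means inhibition above the campaign's mean inhibition across all tested compounds plus 3 SD, cut at about 9.5% in these data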;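 further: 0% = DMSO only and 100% = 100 µM cantharidin control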
Target sequence (P53041 whole entry, looked up): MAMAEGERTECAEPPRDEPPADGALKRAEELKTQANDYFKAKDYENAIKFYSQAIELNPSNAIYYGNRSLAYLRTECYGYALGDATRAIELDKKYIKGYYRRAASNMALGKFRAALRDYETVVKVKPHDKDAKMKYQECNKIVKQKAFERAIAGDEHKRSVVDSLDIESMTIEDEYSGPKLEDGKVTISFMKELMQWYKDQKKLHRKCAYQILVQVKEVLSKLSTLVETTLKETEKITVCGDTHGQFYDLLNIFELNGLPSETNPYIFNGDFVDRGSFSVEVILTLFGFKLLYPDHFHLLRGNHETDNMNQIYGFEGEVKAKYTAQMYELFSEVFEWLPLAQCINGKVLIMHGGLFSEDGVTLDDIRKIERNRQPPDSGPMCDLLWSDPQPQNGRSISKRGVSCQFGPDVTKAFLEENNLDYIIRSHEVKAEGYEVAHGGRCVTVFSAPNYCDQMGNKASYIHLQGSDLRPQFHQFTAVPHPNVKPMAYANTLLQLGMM
procasp3 activ: activators of human procaspase-3; P42574; recombinant procaspase-3 D3A, Ac-DEVD-pNA absorbance 405 nm; activation, % at 8.5 µM; 0.11% of 330,000 active; AID 463141;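 active means activation above the mean of all tested compounds plus 3 SD, cut at about 21% in these data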;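 further: 0% = DMSO alone and 100% = DMSO wells spiked with extra 5 µM PC-3 D3A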
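assay system = Procaspase-3 D3A mutant | signal = absorbance at 405 nm, 0 and 120 min | times = 1 h preincubation plus 2 h reaction at 25 °C | repeats = single replicate | read-out = % activation between DMSO and enzyme-spiked controls | medium = Zinc-free HEPES saline buffer with Triton X-100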
Fh CTSL1 inh: counter-screen for PFM18AAP inhibitors: inhibitors of F. hepatica cathepsin L1 | recombinant F. hepatica cathepsin L1, Z-Leu-Arg-MCA fluorescence | inhibition, % at 5.96 µM | 0.49% of 300,000 active | AID 1906;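 active means inhibition above the mean of all tested compounds plus 3 SD, set per screening campaign, cut at about 17% in these data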;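 further: 0% = plate median of test compound wells and 100% = 1 µM Z-Phe-Ala-diazomethylketone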
Numbers without * were called inactive. Compounds as they come (roughly 5.6% active in at least one column).

How did O=C(NC1CCCCC1)C1CC(=O)N(CCc2ccccc2)C1 (stereo not given) do in these assays?
core dimer inh: 4; TPT1 inhibitor: 1; AHR act: 2; PAFAH2 FP inh: 3; PP1 counter: -9; proCasp7 act: 8; PP5 primary: 2.2; procasp3 activ: 9; Fh CTSL1 inh: -3

How did COc1ccc(N2CCN(C3CCCN(C(=O)CN4CCCC4=O)C3)CC2)cc1 (stereo not given) do in these assays?
core dimer inh: 4; TPT1 inhibitor: -2; AHR act: 0; PAFAH2 FP inh: 5; PP1 counter: 8; proCasp7 act: 3; PP5 primary: 2.1; procasp3 activ: 9; Fh CTSL1 inh: -4

Results for CC(=O)c1c(C)[nH]c(C(=O)CSc2nc3ccccc3c(=O)n2CCCN2CCOCC2)c1C ?
core dimer inh: -4; TPT1 inhibitor: 3; AHR act: 1; PAFAH2 FP inh: 7; PP1 counter: -2; proCasp7 act: -5; PP5 primary: 2.8; procasp3 activ: -7; Fh CTSL1 inh: 5

What do the screens show for `CCOc1ccccc1C(=O)n1nc2nc(C)cc(C)c2c1N`?
core dimer inh: 1; TPT1 inhibitor: 44*; AHR act: 0; PAFAH2 FP inh: -2; PP1 counter: -1; proCasp7 act: 8; PP5 primary: 4.0; procasp3 activ: 0; Fh CTSL1 inh: -1

Results for CCOc1cc(/C=N/NC(=O)c2ccccc2-n2cccc2)ccc1O ?
AHR act: 8; PAFAH2 FP inh: 4; PP1 counter: -4; proCasp7 act: 7; PP5 primary: 0.3; procasp3 activ: 3

What do the screens show for `CC(C)(C)Nc1nc(Cl)nc(NC(C)(C)C)n1`?
core dimer inh: -5; TPT1 inhibitor: 4; AHR act: -1; PAFAH2 FP inh: 6; PP1 counter: 2; proCasp7 act: -4; PP5 primary: 2.0; procasp3 activ: -4; Fh CTSL1 inh: 2

What do the screens show for `Oc1ccc(/C(Cc2ccccn2)=N\Nc2ccccc2)c(O)c1`?
core dimer inh: -17; TPT1 inhibitor: -7; AHR act: 12; PAFAH2 FP inh: -3; PP1 counter: -1; proCasp7 act: -18; PP5 primary: 1.1; procasp3 activ: -20; Fh CTSL1 inh: 3

Results for COc1ccc(CNC(=O)c2cc(C3CC3)nc3c2cnn3C(C)C)cc1 ?
AHR act: 0; PAFAH2 FP inh: 0; PP1 counter: -1; proCasp7 act: 4; PP5 primary: 1.2; procasp3 activ: -13

What do the screens show for `O=c1c2ccccc2nnn1CSc1nc2cc(Cl)ccc2c(=O)n1Cc1ccco1`?
core dimer inh: -2; TPT1 inhibitor: -2; AHR act: -3; PP1 counter: -4; proCasp7 act: -1; PP5 primary: 2.2; procasp3 activ: 5; Fh CTSL1 inh: -1

How did Cc1ccc(N2C(=O)c3ccccc3C2=O)nc1 do in these assays?
core dimer inh: -2; TPT1 inhibitor: -5; AHR act: 0; PAFAH2 FP inh: -4; PP1 counter: 0; proCasp7 act: -5; PP5 primary: 2.9; procasp3 activ: 5; Fh CTSL1 inh: -6

Results for Cn1cccc1C(=O)OCC(=O)NCc1ccc2c(c1)OCO2 ?
AHR act: 1; PAFAH2 FP inh: 0; PP1 counter: 3; proCasp7 act: 6; PP5 primary: -1.4; procasp3 activ: 3

Results for Cc1n[nH]c(C)c1Sc1ccccc1[N+](=O)[O-] ?
core dimer inh: -1; TPT1 inhibitor: 1; AHR act: 0; PAFAH2 FP inh: -3; PP1 counter: -1; proCasp7 act: -1; PP5 primary: 1.2; procasp3 activ: 2; Fh CTSL1 inh: 0

What do the screens show for `Cc1ccc(C(=O)N2CCC3(CC2)Oc2ccc(Cl)cc2C(=O)C32CC(c3ccc(Cl)cc3)=NO2)s1` (stereo not given)?
core dimer inh: -1; TPT1 inhibitor: 1; AHR act: 6; PAFAH2 FP inh: 4; PP1 counter: 3; proCasp7 act: 6; PP5 primary: 0.8; procasp3 activ: 12; Fh CTSL1 inh: -2

How did CCCCC[C@H]1CN(Cc2ccc(OC)cc2)C(=O)[C@@H]1CC(=O)NCc1ccccc1 do in these assays?
core dimer inh: 5; TPT1 inhibitor: 4; AHR act: 0; PAFAH2 FP inh: 7; PP1 counter: 6; proCasp7 act: 9; PP5 primary: 1.5; procasp3 activ: 3; Fh CTSL1 inh: 2

Results for Cn1cnnc1SCC(=O)Nc1ccccc1F ?
core dimer inh: -4; TPT1 inhibitor: 0; AHR act: 1; PAFAH2 FP inh: 4; PP1 counter: -3; proCasp7 act: 12; PP5 primary: -1.6; procasp3 activ: -1; Fh CTSL1 inh: 1

How did CCc1ccccc1NC(=S)N=Nc1c(O)n(C)c2ccc(S(=O)(=O)N3CCOCC3)cc12 do in these assays?
core dimer inh: 28; TPT1 inhibitor: 1; AHR act: -1; PAFAH2 FP inh: 7; PP1 counter: 1; proCasp7 act: 5; PP5 primary: 0.9; procasp3 activ: 11; Fh CTSL1 inh: 3

How did CCOC(=O)c1cc(NC(=O)c2ccc(OC)cc2)c(=O)oc1-c1ccccc1 do in these assays?
core dimer inh: 8; TPT1 inhibitor: -1; AHR act: -6; PAFAH2 FP inh: -3; PP1 counter: 1; proCasp7 act: -11; PP5 primary: 4.7; procasp3 activ: 1; Fh CTSL1 inh: 1

What do the screens show for `CSc1ccc(/C=N/NC(=O)c2ccc(-n3cnnn3)cc2)cc1`?
AHR act: 3; PAFAH2 FP inh: 4; PP1 counter: -1; proCasp7 act: -3; PP5 primary: 3.1; procasp3 activ: 9

How did O=C(COC(=O)/C=C/c1cccc(F)c1)Nc1cccc(S(=O)(=O)NC2=NCCCCC2)c1 do in these assays?
AHR act: 1; PAFAH2 FP inh: 39*; proCasp7 act: -2; procasp3 activ: 13

How did COc1ccc(N(CC(=O)N2CCN(Cc3ccccc3)CC2)S(=O)(=O)c2ccccc2)cc1 do in these assays?
core dimer inh: 6; TPT1 inhibitor: -2; AHR act: 2; PAFAH2 FP inh: 6; PP1 counter: 2; proCasp7 act: 0; PP5 primary: 3.7; procasp3 activ: 2; Fh CTSL1 inh: -2

Results for CCOc1cc(NS(=O)(=O)c2ccc(NC(C)=O)cc2)c(OCC)cc1NC(=O)c1cccs1 ?
core dimer inh: -10; TPT1 inhibitor: 2; AHR act: 6; PAFAH2 FP inh: -6; PP1 counter: 1; proCasp7 act: 8; PP5 primary: 2.2; procasp3 activ: 13; Fh CTSL1 inh: 0

Results for O=C(COc1cc(F)ccc1[N+](=O)[O-])NCCCc1ccccc1 ?
core dimer inh: 5; TPT1 inhibitor: 3; AHR act: 13; PAFAH2 FP inh: 3; PP1 counter: 7; proCasp7 act: 1; PP5 primary: -0.9; procasp3 activ: 6; Fh CTSL1 inh: -4

What do the screens show for `CCS(=O)(=O)N1CCC(C(=O)NCc2ccccc2OC)CC1`?
core dimer inh: -5; TPT1 inhibitor: 1; AHR act: -1; PAFAH2 FP inh: -1; PP1 counter: -1; proCasp7 act: 3; PP5 primary: 0.3; procasp3 activ: -1; Fh CTSL1 inh: -4

How did CCCCn1c(N)c(N(CCC(C)C)C(=O)c2cccc(N3C(=O)c4ccccc4C3=O)c2)c(=O)[nH]c1=O do in these assays?
core dimer inh: -2; TPT1 inhibitor: -6; AHR act: 0; PAFAH2 FP inh: 2; PP1 counter: 1; proCasp7 act: -4; PP5 primary: -0.8; procasp3 activ: -7; Fh CTSL1 inh: 7

How did CC1CN(C(=S)c2cccc([N+](=O)[O-])c2)CC(C)O1 (stereo not given) do in these assays?
core dimer inh: -3; TPT1 inhibitor: -1; AHR act: -1; PAFAH2 FP inh: 4; PP1 counter: -2; proCasp7 act: -20; PP5 primary: 1.8; procasp3 activ: -10; Fh CTSL1 inh: -2

Results for O=C(CCN1C(=O)c2ccccc2C1=O)NCc1ccncc1 ?
core dimer inh: -3; TPT1 inhibitor: -2; AHR act: 2; PAFAH2 FP inh: 10; PP1 counter: -4; proCasp7 act: -2; PP5 primary: -1.3; procasp3 activ: 4; Fh CTSL1 inh: 1

How did Cc1[nH]n(-c2ccc([N+](=O)[O-])cc2)c(=O)c1C=NCCN1CCN(C(=O)c2ccccc2)CC1 do in these assays?
core dimer inh: -9; TPT1 inhibitor: 2; AHR act: 14; PAFAH2 FP inh: 1; PP1 counter: 6; proCasp7 act: -3; PP5 primary: -0.9; procasp3 activ: -10; Fh CTSL1 inh: 14

Results for COc1ccc(C(CNC(=O)c2ccc(Cl)s2)N2CCOCC2)cc1 (stereo not given) ?
core dimer inh: -2; TPT1 inhibitor: 2; AHR act: 3; PAFAH2 FP inh: 2; PP1 counter: -3; proCasp7 act: 0; PP5 primary: -2.2; procasp3 activ: 9; Fh CTSL1 inh: 4

How did O=C(NCc1cccnc1)c1ccc(S(=O)(=O)N2CCOCC2)cc1 do in these assays?
core dimer inh: 1; TPT1 inhibitor: -2; AHR act: 0; PAFAH2 FP inh: 9; PP1 counter: 0; proCasp7 act: 9; PP5 primary: 2.6; procasp3 activ: 0; Fh CTSL1 inh: -2

What do the screens show for `Cc1ccc(NC(=O)Cn2c(=O)n(CCC(=O)NC3CCN(Cc4ccccc4)CC3)c(=O)c3ccccc32)cc1`?
core dimer inh: 2; TPT1 inhibitor: -2; AHR act: 0; PAFAH2 FP inh: 2; PP1 counter: -6; proCasp7 act: 4; PP5 primary: 1.0; procasp3 activ: 0; Fh CTSL1 inh: 5

What do the screens show for `COc1cc(/C=N/O)ccc1OCc1ccc(C(=O)O)cc1`?
core dimer inh: -2; TPT1 inhibitor: -9; AHR act: -15; PAFAH2 FP inh: 9; PP1 counter: 6; proCasp7 act: 10; PP5 primary: 0.7; procasp3 activ: -5; Fh CTSL1 inh: -11

What do the screens show for `CN(C(=O)CCc1nnc(-c2ccc(-c3ccccc3)cc2)o1)C1CCOCC1`?
core dimer inh: -3; TPT1 inhibitor: -2; AHR act: -9; PAFAH2 FP inh: -6; PP1 counter: -3; proCasp7 act: 9; PP5 primary: -0.8; procasp3 activ: 5; Fh CTSL1 inh: -1

Random excerpt: 3 entries already listed.
What do the screens show for `COc1cc(/C=N/O)ccc1OCc1ccc(C(=O)O)cc1`?
core dimer inh: -2; TPT1 inhibitor: -9; AHR act: -15; PAFAH2 FP inh: 9; PP1 counter: 6; proCasp7 act: 10; PP5 primary: 0.7; procasp3 activ: -5; Fh CTSL1 inh: -11

How did CCc1ccccc1NC(=S)N=Nc1c(O)n(C)c2ccc(S(=O)(=O)N3CCOCC3)cc12 do in these assays?
core dimer inh: 28; TPT1 inhibitor: 1; AHR act: -1; PAFAH2 FP inh: 7; PP1 counter: 1; proCasp7 act: 5; PP5 primary: 0.9; procasp3 activ: 11; Fh CTSL1 inh: 3

How did CC1CN(C(=S)c2cccc([N+](=O)[O-])c2)CC(C)O1 (stereo not given) do in these assays?
core dimer inh: -3; TPT1 inhibitor: -1; AHR act: -1; PAFAH2 FP inh: 4; PP1 counter: -2; proCasp7 act: -20; PP5 primary: 1.8; procasp3 activ: -10; Fh CTSL1 inh: -2

Bioassay records as filed in PubChem.
